High-throughput results (PubChem)
BaF3 tox: reduces parental Ba/F3 cell viability, JAK2V617F counter-screen | CellTiter-Glo ATP luminescence | inhibition, % at 5.6 µM | actives 1.1% (n = 220,000) | AID 1486;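 active = inhibition above a per-campaign cutoff, the mean inhibition of all tested compounds plus 3 SD, cut at about 27% in these data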;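 also: 0% = DMSO wells and 100% = JAK Inhibitor I control wells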
S1P4 ag: agonists of human S1P4 receptor | AID 1509 | S1P4-expressing cell line, agonist reporter assay | activation, % at 4.98 µM | O95977 | actives 0.35% (n = 220,000); in the data active = activation above about 11%;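 also: 0% = DMSO vehicle and 100% = reference agonist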
NPY-Y2 PAM-ag: human NPY-Y2 potentiation or agonism, primary screen. cells expressing NPY-Y2, potentiator/agonist read-out. activation, % at 3.6 µM. actives 0.45% (n = 220,000); in the data active = activation above about 27%;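 also: cells stimulated with NPY near EC25 plus isoproterenol at EC100; 0% = vehicle plus submaximal agonist and 100% = vehicle plus saturating agonist; some results beyond the cut were filed as inactive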
MDM2 E3 inh: inhibitors of human Mdm2 E3 ubiquitin ligase; cell-based MDM2 ubiquitination luciferase reporter, 2 h; 0 = plate control, 100 = twice control, blank-subtracted; signal enhancement, % at 5 µM; actives 0.11% (n = 210,000);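 active = signal enhancement of 30% or more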;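 also: luminescence tracks abundance of the self-degrading MDM2-luciferase fusion protein; higher signal means inhibition of MDM2 E3 ligase activity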
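system = mammalian cells stably expressing self-ubiquitinating, self-degrading MDM2 E3–luciferase fusion | quantity = 2000 cells per well seeded | incubation = 4 h cell settling then 2 h compound exposure, 37 °C | signal = SteadyLite luminescence, 15 min reagent step | benchmarks = plate control and blank wells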
S1P4 antag: blocks the human S1P4 receptor | O95977 | S1P4-expressing cells, antagonist mode, reporter read-out | inhibition, % at 4.98 µM | actives 0.26% (n = 220,000); in the data active = inhibition above about 29%;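 also: 0% = wells stimulated with agonist and 100% = vehicle wells without agonist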
Wee1 degr inh: human Wee1 degradation inhibition, primary screen; P30291; HeLa Luc-Wee1K328M stability, luciferase luminescence; 100% = proteasome inhibitor MG132 effect; reporter increase, % at 5 µM; actives 1.2% (n = 220,000); AID 1321;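 active = activation above the mean of all tested compounds plus 3 SD, set per screening run, cut at about 8.8% in these data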;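 also: cells exposed to compound for 20 h before luminescence read; 0% = DMSO alone and 100% = MG132 at 30 µM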
PERK inh: blocks human PERK kinase | inhibition, % at 5.6 µM | CHO PERK-DD fusion, SEAP luminescence translation reporter | actives 0.17% (n = 220,000);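 active = inhibition above the mean inhibition of all tested compounds plus 3 SD, set separately per screening campaign, cut at about 2.9% in these data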;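 also: PERK kinase domain activated by AP20187 dimerizer at 100 nM; 0% = DMSO with dimerizer and 100% = rapamycin at 8.4 µM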
Target sequence (Q9NZJ5 whole entry, looked up, the tested form may be a part): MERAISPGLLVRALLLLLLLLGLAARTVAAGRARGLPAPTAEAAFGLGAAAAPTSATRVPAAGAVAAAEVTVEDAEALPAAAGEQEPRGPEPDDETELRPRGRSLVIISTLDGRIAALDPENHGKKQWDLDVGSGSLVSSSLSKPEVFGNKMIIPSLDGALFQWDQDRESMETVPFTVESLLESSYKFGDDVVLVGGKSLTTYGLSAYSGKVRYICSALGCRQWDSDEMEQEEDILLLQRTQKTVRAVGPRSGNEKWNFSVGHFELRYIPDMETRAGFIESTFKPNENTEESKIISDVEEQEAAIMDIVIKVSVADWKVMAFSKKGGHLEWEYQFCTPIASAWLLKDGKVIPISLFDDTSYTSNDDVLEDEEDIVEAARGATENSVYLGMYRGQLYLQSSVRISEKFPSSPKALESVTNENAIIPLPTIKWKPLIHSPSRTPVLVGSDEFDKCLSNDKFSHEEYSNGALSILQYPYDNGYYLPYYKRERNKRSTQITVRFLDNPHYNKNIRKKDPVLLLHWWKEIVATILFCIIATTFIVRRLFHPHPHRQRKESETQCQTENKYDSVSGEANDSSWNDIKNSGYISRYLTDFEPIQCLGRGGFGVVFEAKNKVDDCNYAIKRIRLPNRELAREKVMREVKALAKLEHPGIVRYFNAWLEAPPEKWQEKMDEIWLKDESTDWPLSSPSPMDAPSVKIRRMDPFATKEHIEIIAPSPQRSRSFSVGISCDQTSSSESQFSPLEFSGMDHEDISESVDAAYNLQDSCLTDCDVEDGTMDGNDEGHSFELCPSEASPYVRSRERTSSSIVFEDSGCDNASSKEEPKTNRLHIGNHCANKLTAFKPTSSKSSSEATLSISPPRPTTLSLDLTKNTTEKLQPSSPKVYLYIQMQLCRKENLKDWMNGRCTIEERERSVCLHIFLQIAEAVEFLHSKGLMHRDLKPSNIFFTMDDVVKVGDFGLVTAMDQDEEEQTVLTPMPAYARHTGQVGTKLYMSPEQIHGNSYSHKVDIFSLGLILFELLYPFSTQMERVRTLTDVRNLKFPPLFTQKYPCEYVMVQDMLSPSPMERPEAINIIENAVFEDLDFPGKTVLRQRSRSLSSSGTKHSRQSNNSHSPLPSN
Ba/F3 V617F tox: lowers viability of Ba/F3 cells expressing EpoR and JAK2V617F | ATP luminescence | inhibition, % at 5.6 µM | actives 1.1% (n = 220,000);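 active = inhibition above the campaign mean plus 3 SD over all tested compounds, cut at about 24% in these data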;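 also: cytokine-independent growth of Ba/F3 cells driven by EpoR plus mutant JAK2; 0% = DMSO-treated cells and 100% = JAK inhibitor I control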
eIF4E 4G PPI: blocks eIF4E binding to eIF4G. AID 782. inhibition, % at 21.7 µM. actives 0.37% (n = 220,000). P63073+Q04637. TR-FRET eIF4E-eIF4GI(517-606) binding, 2 h;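 active = inhibition above about 30%, limit read from the data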;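 also: 0% = full FRET control wells and 100% = background wells lacking eIF4GI fragment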
Active calls of the source: *; x = not tested or not shown; [ ] = remark or other dose.

SMILES	BaF3 tox	S1P4 ag	NPY-Y2 PAM-ag	MDM2 E3 inh	S1P4 antag	Wee1 degr inh	PERK inh	Ba/F3 V617F tox	eIF4E 4G PPI
O=C(Cn1cnc2ccccc21)N/N=C/c1cccnc1	4	-0.4	-6	8	1	2	1.2	-3	3
O=S(=O)(NNc1ccc(Cl)nn1)c1ccc(F)cc1	8	-0.1	-3	-18	3	1	0.3	-2	-4
CCOc1ccc2[nH]c(=O)c(CN(Cc3ccco3)C(=O)c3ccc(Br)cc3)cc2c1	0	-0.4	-11	-5	-7	3	-1.8	4	-1
Cc1ccc2nc(-c3ccc(NC(=S)NC(=O)CC(C)C)cc3)sc2c1	2	-0.4	10	-15	6	4	-1.1	3	-9
CCOc1ccc2nc(N/C(N)=N/C(=S)Nc3ccc(C)c(C)c3)nc(C)c2c1	8	0.8	4	-4	-22	-1	0.6	-1	7
O=C(O)C1C2C=CC(C2)C1C(=O)Nc1nccs1 (stereo not drawn)	6	3.7	5	-8	-1	4	1.0	0	0
CC(=O)Nc1cc(NC(C)=O)c2nc(N)sc2c1	0	-0.8	16	-18	4	-1	1.3	-2	-5
Cc1c(N2C(=O)CS/C2=N\N=C\c2ccc(Cl)cc2)c(=O)n(-c2ccccc2)n1C	5	0.8	-14	-6	7	0	-0.4	5	10
CCCN1C2CCCC1CC(NC(=O)c1cc(OC)c(OC)c(OC)c1)C2 (stereo not drawn)	0	-0.8	-19	0	-9	0	1.1	-4	1
Cc1cc(C)nc(NC(N)=S)n1	1	0.5	0	-10	1	8	-0.1	-4	-1
S=c1[nH]nc(-c2cccnc2)n1C1CCCCC1	4	0.5	0	0	8	1	0.8	2	-5
Cc1ccc2cc(CN(CC3CCCO3)C(=S)Nc3ccccc3)c(=O)[nH]c2c1C (stereo not drawn)	8	1.6	3	1	-18	0	-0.3	1	3
Cc1cccc(C)c1Oc1nc(-c2ccccc2)ncc1S(=O)(=O)c1ccccc1	-3	-1.4	11	-1	-4	1	0.3	-1	1
CCCCC(=O)OCC(=O)Nc1ccc(SC(F)F)cc1	4	-1.2	-8	-2	-1	2	1.0	-1	1
Fc1ccc(NC(=S)Nc2cccnc2)cc1Cl	0	-0.5	0	-3	7	-2	1.4	-3	2
CCOc1cc(S(=O)(=O)n2ccnc2)ccc1Cl	2	-3.1	-44	-14	-11	4	1.3	-1	7
Cc1c(NC(=O)CCC2CCCCC2)cc(C(=O)N2CCOCC2)cc1[N+](=O)[O-]	4	0.3	-13	-19	-21	0	0.3	0	3
Cc1noc(C)c1C(=O)NCc1ccccc1Br	0	0.0	-3	-3	2	-2	-0.6	0	4
O=c1[nH]c(C2CCCN(S(=O)(=O)c3ccc(F)cc3)C2)nc2c1nnn2Cc1ccccc1 (stereo not drawn)	6	0.0	0	14	-1	1	0.6	2	4
COC(=O)C(C)Sc1nc2c(c(=O)[nH]c(=O)n2C)n1CCC(C)C (stereo not drawn)	-1	1.7	-15	-14	-13	-3	-0.7	-2	8[fluorescence artefact?]
Cc1c(C(=O)OCCN2CCCCC2)oc2ccccc12	3	1.1	10	0	2	-2	-1.0	1	2
CCN(CC)CCNc1ncnc2c1sc1nc(N3CCOCC3)c3c(c12)CC(C)(C)SC3	11	-2.3	-21	-37	-12	0	-0.5	19	6
CC(C)Cn1c(-c2ccc(Br)o2)n[nH]c1=S	3	2.7	-4	11	-6	5	0.9	-3	13[fluorescence artefact?]
CCCN(CCC)C(=S)NC1CC2C=CC1C2 (stereo not drawn)	0	0.1	-7	-9	3	5	0.4	0	4
Cn1cc(C(=O)c2ccc(Cl)cc2Cl)cc1C(=O)N/N=C(\N)COc1ccccc1	7	0.2	1	-9	-7	0	-1.5	4	12
O=C(Nc1ccc(-c2nc3cccnc3s2)cc1)c1ccco1	4	1.2	6	-28	-11	5	0.0	2	4[fluorescence artefact?]
CCN(CC)S(=O)(=O)N1CCC(C(=O)NC2CCCC2)CC1	3	0.0	0	7	-20	-1	0.2	0	2[fluorescence artefact?]
Cc1c(NC(=O)CCCOc2ccccc2)cccc1[N+](=O)[O-]	1	0.5	-1	-9	-9	1	0.2	-3	-4
CCN(CC)S(=O)(=O)c1cccc(NC(=O)COC(=O)CNC(=O)c2cccc(F)c2)c1	-9	1.7	2	x	-3	1	0.9	-3	-7
Cc1nc(CNS(=O)(=O)c2ccccc2F)cs1	5	5.0	0	x	2	1	1.8	-1	0[fluorescence artefact?]

Compounds shown so far that have an NH in an aromatic ring (six):
SMILES	BaF3 tox	S1P4 ag	NPY-Y2 PAM-ag	MDM2 E3 inh	S1P4 antag	Wee1 degr inh	PERK inh	Ba/F3 V617F tox	eIF4E 4G PPI
CCOc1ccc2[nH]c(=O)c(CN(Cc3ccco3)C(=O)c3ccc(Br)cc3)cc2c1	0	-0.4	-11	-5	-7	3	-1.8	4	-1
S=c1[nH]nc(-c2cccnc2)n1C1CCCCC1	4	0.5	0	0	8	1	0.8	2	-5
Cc1ccc2cc(CN(CC3CCCO3)C(=S)Nc3ccccc3)c(=O)[nH]c2c1C (stereo not drawn)	8	1.6	3	1	-18	0	-0.3	1	3
O=c1[nH]c(C2CCCN(S(=O)(=O)c3ccc(F)cc3)C2)nc2c1nnn2Cc1ccccc1 (stereo not drawn)	6	0.0	0	14	-1	1	0.6	2	4
COC(=O)C(C)Sc1nc2c(c(=O)[nH]c(=O)n2C)n1CCC(C)C (stereo not drawn)	-1	1.7	-15	-14	-13	-3	-0.7	-2	8[fluorescence artefact?]
CC(C)Cn1c(-c2ccc(Br)o2)n[nH]c1=S	3	2.7	-4	11	-6	5	0.9	-3	13[fluorescence artefact?]

Next section:
SMILES	BaF3 tox	S1P4 ag	NPY-Y2 PAM-ag	MDM2 E3 inh	S1P4 antag	Wee1 degr inh	PERK inh	Ba/F3 V617F tox	eIF4E 4G PPI
CCO[C@@H]1OC(C(=O)N2CCN(Cc3ccccc3)CC2)=C[C@H](c2ccc(Br)cc2)[C@H]1CCCO	-1	0.2	1	x	-5	1	0.8	2	1
C=Cn1c(C(=O)O)ccc1-c1ccc(OC)cc1	2	0.8	-10	-13	-12	-2	0.2	-2	-2
CCOC(=O)NNC(=O)C1CCC(C)CC1 (stereo not drawn)	10	1.0	-6	-5	-7	3	0.5	0	0
Cc1ccc(NS(=O)(=O)c2ccccc2Cl)c2c1CC(C)(C)O2	1	1.1	-14	x	-10	3	-1.1	5	-4
CCCn1c(SCC(=O)Nc2nnc(-c3ccccc3)s2)nnc1-c1ccccn1	3	0.7	0	-4	-5	2	1.0	-2	-1[fluorescence artefact?]
CN(C(=O)COC(=O)COc1ccc(Cl)cc1)C1CCCCC1	0	0.7	7	15	0	-1	1.0	-2	0
CCn1c(COc2ccccc2)nnc1SCC(=O)Nc1cc(OC)ccc1OC	2	0.7	-5	-6	-9	3	-0.4	-3	8
Cc1nc2nc(C)c(CCC(=O)NCCC3=CCCCC3)c(C)n2n1	0	-0.3	9	0	1	-1	0.8	1	2
CC(C)Cn1c(-c2csc3ccccc23)n[nH]c1=S	3	0.1	5	-34	-12	-2	0.1	-1	-8
COCC(C)n1c(C)cc(C(=O)CN2C(=O)NC3(CCCCC3C)C2=O)c1C (stereo not drawn)	4	-2.2	-3	-10	-9	-1	-0.5	1	0
O=C(COC(=O)C1CCN(S(=O)(=O)c2cc([N+](=O)[O-])ccc2Cl)CC1)Nc1ncc(Cl)cc1Cl	-2	0.2	1	-20	-1	2	1.0	-1	22[fluorescence artefact?]
N#Cc1c2n(c(=S)n(-c3ccccn3)c1=O)CCCCC2	3	-0.8	-5	-15	-13	-1	0.3	2	-7
Cc1cccc(-n2nnc3c(=O)n(Cc4ccccn4)cnc32)c1	5	-1.1	0	-9	-7	1	0.5	2	-5
CCN(CCn1cccn1)Cc1c(C(=O)N2CCCCCCC2)nc2ccc(Cl)cn12	5	5.4	6	-7	-11	-2	-1.2	1	2
c1ccc(Cc2nn3c(Cn4cnc5ccccc54)nnc3s2)cc1	6	2.4	-4	12	-32	0	-1.4	-1	-5[fluorescence artefact?]
CC(=O)NCC(=O)OCC(=O)c1ccc(C)cc1	-2	-1.6	-28	-13	-15	1	-0.2	4	-5
Cc1ccc2nc(C(Cl)(Cl)Cl)nc(N/N=C/c3ccncc3)c2c1	5	-0.5	13	-6	-7	0	0.9	-1	-3
c1ccc(-c2c[n+]3c(n2-c2ccccc2)SCC3)cc1	61*	1.2	9	-18	13	3	0.6	66*	0
O=C(NC(c1ccccc1)c1ccccc1)N1CCN(CCO)CC1	5	0.5	0	6	-19	-2	0.0	2	6
CCCn1c2ccccc2c2nnc(SCC(=O)Nc3cc(C)on3)nc21	1	-4.4	-7	-13	-3	-2	-0.5	-4	-6
Cc1ccc(S/C=C\C(=O)c2ccccc2)cc1	0	-0.4	18	-14	19	3	-0.5	-3	9
O=C(c1ccccc1)N1CCN(C(=O)c2ccc([N+](=O)[O-])cc2)CC1	4	0.1	-2	-12	-7	-2	0.1	-2	-3
CC(NC(=O)c1ccc2c(c1)OCO2)C1CCCO1 (stereo not drawn)	-2	2.2	-5	-15	-10	2	0.3	-4	-16
Cc1cc(O)c(Oc2cc(C)cc(O)c2O)c(O)c1	-6	1.0	-7	0	4	2	0.4	-1	0
OCC(O)C(O)C(O)C(O)c1nc2ccccc2[nH]1 (stereo not drawn)	1	-0.1	4	-7	3	-1	1.1	0	-1
CC(=O)NC1(C(F)(F)F)C(=O)Nc2c1c(=O)[nH]c(=O)n2Cc1ccco1 (stereo not drawn)	1	-0.9	-11	17	-5	-1	1.1	-2	-5[fluorescence artefact?]
COc1cc(NC(=O)c2ccccc2[N+](=O)[O-])c(C(=O)O)cc1OC	-2	-4.3	-23	-91	-21	-2	-1.1	4	4
Cc1ccc(-n2c(SCc3nc4ccccc4c(=O)[nH]3)nnc2-c2ccccc2O)cc1	11	-1.4	-5	-10	-17	1	-1.1	3	-1
CCOC(=O)c1cc(CC)sc1NC(=O)C(c1ccccc1)c1ccccc1	-1	2.5	7	1	9	-1	1.0	0	-2
OCCC1CN(Cc2cccc3nccnc23)CCN1C1CCCC1 (stereo not drawn)	-4	-0.4	-10	-17	7	1	1.6	-1	2
COc1ccc(-c2nn(C)c(=O)c3ccccc23)cc1CNC(=O)NC1CCCCC1	4	0.1	0	4	-6	-1	-0.3	-1	21
CC1CCc2nc(NC(=O)CN3CCN(c4ccccc4)CC3)sc2C1 (stereo not drawn)	5	0.0	0	-2	-12	4	1.3	-2	10

Retrieved by compound from the list above, 3 records:
SMILES	BaF3 tox	S1P4 ag	NPY-Y2 PAM-ag	MDM2 E3 inh	S1P4 antag	Wee1 degr inh	PERK inh	Ba/F3 V617F tox	eIF4E 4G PPI
CC(NC(=O)c1ccc2c(c1)OCO2)C1CCCO1 (stereo not drawn)	-2	2.2	-5	-15	-10	2	0.3	-4	-16
COc1ccc(-c2nn(C)c(=O)c3ccccc23)cc1CNC(=O)NC1CCCCC1	4	0.1	0	4	-6	-1	-0.3	-1	21
OCCC1CN(Cc2cccc3nccnc23)CCN1C1CCCC1 (stereo not drawn)	-4	-0.4	-10	-17	7	1	1.6	-1	2
